Tau fibril FP: inhibitors of human tau fibril formation. P10636. K18 P301L tau heparin fibrillization, Alexa594 FP, 6 h. Potency, µM (top dose mostly 57.7 µM), inactives show at the top dose activity, negative = inhibition, actives largely listed as inhibitors. actives 0.39% (n = 280,000); further: potency means the concentration at half of the fitted maximal effect; on the % scale 0 is the no-effect control and ±100 the full control effect; nearly all actives have a fitted effect of over 55% in size
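Quantitative HTS format: compounds meet 15 uM recombinant K18 P301L tau and Alexa 594-tau tracer in 100 mM sodium acetate pH 7; 20 uM heparin triggers fibrillization at 37 C over 6 hr; FP gives the signal.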
Epigenetic derep: regulators of epigenetic silencing causing reporter derepression in mouse cells. murine LDR cells, GFP reporter derepression, 30 h. Potency, µM (top dose mostly 53.9 µM), for the others: at the highest dose GFP activation, actives largely listed as activators. actives 0.2% (n = 280,000). AID 1865; further: potency means the concentration at half of the fitted maximal effect; % of control where 0% means no effect; nearly all actives have a fitted effect of over 60% in size
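Murine LDR cells carrying a silenced, genomically integrated CMV-driven GFP reporter were exposed to compound for 30 hours at 37 C. After PBS washes, GFP-positive cells (20–120 um objects) were counted by laser-scanning microplate cytometry.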
Tau fluor counter: counter-screen for tau fibril formation inhibitors; tau K18 P301L (four-repeat tau fragment) Alexa594 fluorescence, heparin fibrillization; actives 0.93% (n = 280,000); Potency, µM (highest dose often 57.7 µM), for inactives: top-dose activity change, negative = decrease; further: potency means the concentration at half of the fitted maximal effect; on the % scale 0 is the no-effect control and ±100 the full control effect; nearly all actives have a fitted effect of over 55% in size
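Human K18 P301L tau (15 uM unlabeled plus 0.24 uM Alexa 594-labeled, final) in 100 mM sodium acetate pH 7 was mixed with compound and 20 uM heparin and incubated 6 hr at 37 C.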
CBFb-RUNX1 inh: inhibitors of human CBF-beta and RUNX1 interaction; Q01196+Q13951; AlphaScreen CBFb-His/RUNX1-biotin binding, biochemical; 230,000 tested, under 10 active; Potency, µM (series often up to 59.8 µM), for inactives: at the highest dose activity, negative = inhibition, usual class: inhibitors; further: % of control where 0% means no effect
Target sequence (Q01196 whole entry, looked up): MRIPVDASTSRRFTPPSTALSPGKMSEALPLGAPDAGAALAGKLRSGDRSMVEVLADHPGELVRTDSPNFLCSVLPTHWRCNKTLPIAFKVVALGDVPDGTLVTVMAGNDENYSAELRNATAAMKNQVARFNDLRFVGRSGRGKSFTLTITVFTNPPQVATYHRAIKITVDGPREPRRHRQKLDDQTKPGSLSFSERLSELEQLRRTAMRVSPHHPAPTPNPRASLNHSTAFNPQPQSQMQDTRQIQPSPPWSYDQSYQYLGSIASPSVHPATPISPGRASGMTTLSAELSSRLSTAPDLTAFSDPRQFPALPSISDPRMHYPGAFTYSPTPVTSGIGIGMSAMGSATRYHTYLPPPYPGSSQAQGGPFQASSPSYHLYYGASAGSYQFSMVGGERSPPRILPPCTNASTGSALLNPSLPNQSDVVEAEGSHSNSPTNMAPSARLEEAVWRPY
Target sequence (Q13951 whole entry, looked up): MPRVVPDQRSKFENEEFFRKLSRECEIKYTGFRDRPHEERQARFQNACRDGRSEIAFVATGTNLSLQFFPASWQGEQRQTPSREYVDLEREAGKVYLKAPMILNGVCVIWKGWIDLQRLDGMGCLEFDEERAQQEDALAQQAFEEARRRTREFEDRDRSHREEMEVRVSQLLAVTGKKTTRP
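Compounds were screened at multiple concentrations against a preformed CBF-beta(His)/RUNX1(biotin) complex (30 nM of each) for 15 min at room temperature, followed by 90 min with nickel and streptavidin beads and AlphaScreen reading.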
NPSR antagonist: blocks cAMP signaling of the human neuropeptide S receptor. Q6W5P4. CHO-NPSR cells, cAMP TR-FRET, antagonist mode. Potency, µM (top dose mostly 38.3 µM), for inactives: top-dose activity change, negative = inhibition, usual class: inhibitors. actives 1% (n = 220,000); further: potency means the concentration at half of the fitted maximal effect; on the % scale 0 is the no-effect control and ±100 the full control effect; nearly all actives have a fitted effect of over 50% in size; many of its hits are not listed in these tables
aGal spleen mod: alpha-galactosidase A (human) modulation; actives 0.008% (n = 240,000); human spleen homogenate, 4MU-alpha-Gal fluorescence, 40 min; P06280; Potency, µM (series often up to 80 µM), without a hit: top-dose activity change, negative = inhibition, hits mostly inhibitors; AID 2107;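 further: potency means the concentration at half of the fitted maximal effect; 0% = enzyme with vehicle and -100% = no enzyme basal signal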
Target sequence (P06280 32-429 limits assumed): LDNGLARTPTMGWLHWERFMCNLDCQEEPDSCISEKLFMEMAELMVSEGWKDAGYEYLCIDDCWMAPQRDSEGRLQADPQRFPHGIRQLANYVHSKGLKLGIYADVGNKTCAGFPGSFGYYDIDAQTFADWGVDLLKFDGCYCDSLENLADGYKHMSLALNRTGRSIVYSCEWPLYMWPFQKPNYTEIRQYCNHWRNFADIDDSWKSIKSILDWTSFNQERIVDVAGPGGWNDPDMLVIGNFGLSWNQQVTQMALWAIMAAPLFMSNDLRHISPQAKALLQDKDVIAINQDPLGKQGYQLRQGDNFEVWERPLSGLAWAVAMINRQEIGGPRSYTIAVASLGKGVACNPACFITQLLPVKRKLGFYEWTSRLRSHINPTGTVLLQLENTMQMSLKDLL
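Human spleen homogenate (1 ug) was the enzyme source, with 4-methylumbelliferyl-alpha-D-galactopyranoside (1 mM final) in pH 5.0 citrate buffer with 0.01% Tween-20. Compounds were titrated; after 40 min at 37C, NaOH/glycine stop, 4-MU fluorescence read; AC50 from Hill fits.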
TRb SRC2 PPI: disrupts binding of human TR beta to SRC2 | AID 1469 | actives 0.065% (n = 280,000) | Potency, µM (highest dose often 106 µM), without a hit: at the top dose activity change, negative = inhibition, usual class: inhibitors | P10828 | TRbeta-SRC2 peptide binding, fluorescence polarization; receptor liganded with 1 µM T3;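 further: potency means the concentration at half of the fitted maximal effect; plate controls were bound peptide for no effect and peptide without receptor for full effect; nearly all actives have a fitted effect of over 50% in size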
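Read-out is fluorescence polarization (555 nm excitation, 632 nm emission) of a Texas Red SRC2 coactivator peptide; loss of signal reflects blocked binding to human TRb ligand-binding domain in the presence of 1 uM T3.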
TexasRed fluor: alters Texas Red total fluorescence, flagging assay interference. TRb/SRC2 Texas Red total fluorescence interference. Potency, µM (titrated, usually from 106 µM), without a hit: at the highest dose fluorescence change, negative = quenching. actives 0.29% (n = 280,000). AID 1479; active means well fitted curve in either direction with a large enough effect; inconclusive means small, poorly fitted or top-dose-only effect; further: potency means the concentration at half of the fitted maximal effect; on the % scale 0 is the no-effect control and ±100 the full control effect
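Human TRβ ligand-binding domain (0.6 uM) and Texas Red SRC2 peptide (20 nM) in Tris buffer with 1 uM T3 and 5% DMSO were incubated with pinned compound for 5 hr at ambient temperature. Total fluorescence was computed as S + 2P (555/632 nm).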
* = called active by the depositor; ? = inconclusive; nt = no result given; & = joins results of further samples; [ ] = remark or other dose. Unless noted, the call rests on the fitted dose curve; in most records, active means well fitted curve in the direction sought with a large enough effect; inconclusive means small, poorly fitted or top-dose-only effect, or another doubt; inactive means no such curve, though single readings can be large; an effect the other way counts as inactive or inconclusive. Some of the compounds tested. The share of hits here may be higher or lower than overall.

SMILES	Tau fibril FP	Epigenetic derep	Tau fluor counter	CBFb-RUNX1 inh	NPSR antagonist	aGal spleen mod	TRb SRC2 PPI	TexasRed fluor
Cc1ccccc1NC(=S)NCCc1ccccc1	0%	3.7%	2%	-20%	-31%	2%	9%	0%
COCCCNC(=O)CSc1nc(-c2ccccc2)[nH]c1-c1ccc(C)cc1	1%	-2.1%	?	nt	nt	nt	0%	0%
O=C(CN1CCCCC1)Nc1ccccc1Oc1ccccc1	-5%	-0.3%	-8%	11%	8%[7.67 µM]	-4%	-1%	-3%
CCCCOc1ncnc2c1[nH]c1ccccc12	6%	0.8%	-7%	13%	-5%[46.1 µM]	0%	8%	-2%
COc1ccccc1CNC(=O)CCC1N=C2c3ccccc3N=C(SCc3ccc(Cl)cc3)N2C1=O (stereo not given)	6%	-1.3%	5%	nt	nt	nt	5%	4%
COc1cc(/C=C(/NC(=O)c2ccccc2)C(=O)Nc2cccc(O)c2)c([N+](=O)[O-])cc1OC	-2%	0.0%	-22%	-10%	?	-3%	2%	-1%
O=C1OCCN1C(=O)[C@H]1[C@H](c2ccccc2)C(c2cccc(Cl)c2)=NN1c1ccc(Br)cc1	?	-6.3%[40.7 µM]	?	?	nt	?	2%	-3%
O=C(Nc1ccc(F)cc1F)c1cc(-c2ccc(Cl)cc2)on1	-7%	-1.8%	-3%	nt	nt	nt	-2%	?
COc1ccc(-c2noc(CSc3nnc(-c4ccncc4)n3-c3ccc(C)cc3)n2)cc1	-3%	1.9%	-20%	nt	nt	nt	7%	-19%
COc1ccc(/C=C2/N=C(SC3CCOC3=O)N(c3cccc(OC)c3)C2=O)cc1 (stereo not given)	9%	1.8%	-10%	-5%	?	4%	-3%	-8%
COc1cc(-c2nc(CN3CCCCC3CCNC(C)=O)c(C)o2)ccc1F (stereo not given)	-14%	1.6%	-9%	2%	10%	15%	5%	-1%
CCc1ccc(N2C(=O)c3sc4nnc(-c5ccccc5)c(=O)n4c3C2=O)cc1	-15%	3.6%	-20%	-5%	-20%[46.1 µM]	3%	2%	3%
O=S1(=O)c2cccc3cccc(c23)N1CCCN1CCN(c2ccc(F)cc2)CC1	nt	nt	nt	14%	nt	4%	-2%	0%
CCc1ccc(S(=O)(=O)NCCc2cn3ccccc3n2)s1	5%	-1.1%	6%	0%	-12%[46.1 µM]	5%	5%	2%
COC(=O)CNC(=O)c1c(C)cc(=O)oc1C	-7%	0.8%	1%	3%	0%[46.1 µM]	9%	1%	2%
CCOC(=O)CSc1nnnn1-c1cc(OC)c(Cl)cc1OC	-8%	-2.3%	8%	4%	1%[46.1 µM]	-1%	-10%	-5%
COc1ccccc1C(=O)n1nc(-c2ccc(Cl)cc2)nc1N	-7%	0.0%	-15%	5%	-26%[46.1 µM]	2%	-3%	-1%
O=C(NCc1ccc2[nH]c3c(c2c1)CCCC3)c1ccc(S(=O)(=O)N2CCCC2)cc1	?	-0.5%	?	3%[2.36 µM]	-5%	7%	8%	-2%
CCCCn1c(SCC(=O)Nc2nnc(CC)s2)nc2ccccc2c1=O	-1%	0.0%	-1%	7%	-10%[46.1 µM]	1%	-2%	0%
COCCn1c(C(=O)N(C)C)cc2c1C[C@H]1CN(C(=O)c3ccccc3)[C@@](Cc3ccc(F)cc3)(C(=O)OC)[C@@H]21	13%	-2.4%	8%	0%	nt	2%	6%	-5%
Cc1c(NC(=O)CSc2ccccc2C(=O)Nc2cccnc2)c(=O)n(-c2ccccc2)n1C	-1%	-2.1%	2%	2%	-5%[46.1 µM]	1%	6%	-5%
Cc1cccc(C)c1NC(=O)CSc1nnc(-c2ccncc2)n1Cc1ccco1	-6%	-0.2%	6%	1%	-6%[46.1 µM]	4%	-20%	4%
Cc1c(Cl)cccc1NC(=O)c1nc(C)n(-c2cc(OC(C)C)c(Cl)cc2Cl)n1	6%	0.8%	-14%	1%	-23%[46.1 µM]	2%	1%	1%
COC(=O)c1ccc(NC(=O)c2ccccc2-c2ccccc2C(=O)O)cc1	3%	1.1%	-3%	3%	13%	2%	5%	-1%
COc1cccc(C2=Nn3c(nnc3-c3cccc(OC)c3OC)SC2)c1	nt	nt	nt	-7%	nt	3%	-2%	-1%
O=C(Nc1ccc(Oc2ccccc2)cc1)C1CCCN(c2ncccn2)C1 (stereo not given)	-9%	0.0%	-3%	-1%	-9%[46.1 µM]	3%	-4%	1%
Cc1cc2nc(=O)c(/C=C3\C=Nc4ccccc43)c(N)n2o1	0%[0.0958 µM]	-2.8%	6%[0.0958 µM]	7%	-1%	3%	4%	0%
COc1cccc(N2CCN(Cc3nc4scc(-c5ccccc5)c4c(=O)[nH]3)CC2)c1	4%	-1.0%	?	-28%	-1%	-1%	5%	-2%
Cc1cccc(C(=O)Nc2onc(C)c2C#N)c1	7%	0.0%	7%	-1%	-5%[46.1 µM]	-3%	-6%	-5%
CC(C)(C)[C@@H]1C=C(C(=O)NC2CC2)O[C@H](OCc2ccc(CO)cc2)C1	1%	0.2%	-2%	12%	24%	2%	-4%	1%
COc1ccc(-c2nc(S(=O)(=O)c3ccc(C)cc3)c(N3CCCCC3)o2)cc1	5%	-0.9%	-29%	nt	nt	nt	2%	-4%
O=C(O)c1cccnc1C(=O)O	?	3.5%&-1.3%&-0.3%	-19%&-9%&-10%	-9%	?	-2%&3%&16%	5%&-1%&5%	-5%&-1%&-1%
CCOC(=O)N[C@H](Cc1c[nH]c2ccccc12)C(=O)Nc1cccc(Cl)c1	10%	0.6%	?	nt	nt	nt	2%	-3%
COc1ccc(C2/C(=C(/O)c3ccccc3)C(=O)C(=O)N2CO)cc1 (stereo not given)	?	-1.2%	-9%	5%	-5%[46.1 µM]	-5%	-6%	-1%
COc1ccc(C2C=C(c3ccccc3)Nc3nc(NS(=O)(=O)c4ccccc4)nn32)cc1 (stereo not given)	-2%	-3.8%	-4%	nt	nt	nt	1%	-1%
CCOc1ccc(NC(=O)/C(C#N)=C\c2ccc(-c3ccc(Cl)cc3)o2)cc1	-14%	?	-19%	nt	nt	nt	-2%	?
COc1cc(Cl)c(C)cc1NC(=O)CSc1nnc(-c2ccco2)n1CC(C)C	-5%	-1.6%	-13%	-14%	?	4%	-4%	-4%
Cc1nn(-c2ccccc2)c2sc(C(=O)O)cc12	2%	-1.1%	-7%	8%	-20%[46.1 µM]	-2%	-12%	0%
COc1ccc(-n2cc(-c3ccc(OC(F)F)cc3)[n+]3c2CCCCC3)cc1	8%	-0.5%	8%	8%	-2%	4%	-1%	-2%
O=C1NCCN/C1=C\C(=O)c1ccc(F)cc1	9%	1.8%	-4%	0%	5%	-10%	0%	0%

Entries of single compounds as entered above.
COc1ccc(C2/C(=C(/O)c3ccccc3)C(=O)C(=O)N2CO)cc1 (stereo not given) as listed: Tau fibril FP = ?; Epigenetic derep = -1.2%; Tau fluor counter = -9%; CBFb-RUNX1 inh = 5%; NPSR antagonist = -5%[46.1 µM]; aGal spleen mod = -5%; TRb SRC2 PPI = -6%; TexasRed fluor = -1%
COc1ccc(C2C=C(c3ccccc3)Nc3nc(NS(=O)(=O)c4ccccc4)nn32)cc1 (stereo not given) as listed: Tau fibril FP = -2%; Epigenetic derep = -3.8%; Tau fluor counter = -4%; CBFb-RUNX1 inh = nt; NPSR antagonist = nt; aGal spleen mod = nt; TRb SRC2 PPI = 1%; TexasRed fluor = -1%

Next part.
SMILES	Tau fibril FP	Epigenetic derep	Tau fluor counter	CBFb-RUNX1 inh	NPSR antagonist	aGal spleen mod	TRb SRC2 PPI	TexasRed fluor
Cc1cc2cc(CCNC(=O)CC(C)(C)C)c(=O)[nH]c2cc1C	3%	0.0%	5%	11%	1%[46.1 µM]	2%	1%	-2%
COc1cc(OC)cc(C(=O)NC2CC3CCC(C2)N3Cc2ccco2)c1 (stereo not given)	1%	-1.5%	2%	-2%	4%[46.1 µM]	-1%	-1%	-8%
O=c1cc(-c2ccccc2)oc2ccc(O)cc12	0%	1.4%	-9%	6%	2%[7.67 µM]	-1%	7%	1%
COc1ccccc1NC(=O)C1CCN(c2cnccn2)CC1	-16%	-0.4%	-9%	nt	nt	nt	-6%	-1%
CCOC(=O)C1(Cc2ccccc2Cl)CCN(Cc2csc(C(C)=O)c2)CC1	-4%	4.2%	-9%	4%	40%	-3%	3%[53 µM]	0%[53 µM]
CC(C)C[C@@H](CC(=O)N[C@@H](CCC(=O)O)CC(=O)O)NC(=O)[C@@H]1CCCC[C@H]1NC(=O)C[C@H](CCCN)NC(=O)C[C@H](Cc1ccccc1)NC(=O)[C@@H]1CCCC[C@H]1N	4%	-0.3%	3%	4%	nt	-16%	8%	-1%
c1coc(-c2nc3c([nH]2)CCc2nonc2-3)c1	-7%	6.8%	-7%	2%	-3%[46.1 µM]	2%	4%	2%
O=c1oc2ccccc2cc1-c1csc(NN=C2CCCC2)n1	?	0.0%	?	?	-21%	11%	6%	-3%
CCCCn1cnc2cc(NCc3ccncc3)ccc21	0%	0.0%	-10%	0%	-2%[46.1 µM]	4%	-7%	-7%
CCNc1ccc(C(=O)OCC)cc1NC(=O)c1cccc(S(=O)(=O)N(C)c2ccccc2)c1	10%	1.3%	?	9%	-21%[46.1 µM]	-4%	-3%	-36%
Cc1ccc(S(=O)(=O)N2CC=C(C(=O)NCc3ccc(F)cc3)CC2)cc1	-9%	1.4%	-19%	-1%[2.36 µM]	0%	2%	10%	-1%
COCC(=O)Nc1cc(C(=O)Nc2ccccc2C)ccc1Cl	-7%	0.0%	-6%	5%	0%[46.1 µM]	-6%	-5%	1%
CC(C)(C)NC(=O)C(c1ccccc1)N(C(=O)c1ccco1)C1CC1 (stereo not given)	6%	1.0%	4%	4%	-12%[46.1 µM]	2%	-2%	-2%
CCCCN(CC)C(=O)c1cccc(Cl)c1	0%	0.0%	7%	-2%	1%[46.1 µM]	-11%	-7%	-5%
Cc1ccc(C)c(N2CCN(CCCNC(=O)c3ccc4nc(C(C)C)oc4c3)CC2)c1	0%	-1.7%	-3%	nt	nt	nt	9%	2%
CCOC(=O)c1c(N)sc2c1CCN(Cc1ccccc1)C2	?	5.3%	-21%	5%	nt	19%	12%	3%
CC(=O)c1ccc2c(c1)OCCOCCOc1ccc(C(C)=O)cc1OCCOCCO2	5%	3.8%	2%	1%	-15%	-1%	-6%	0%
